RSV antiviral HEp-2 = RSV antiviral activity via CPE protection, HEp-2 cells, primary 10 µM value included (AID 2391) | HEp-2 cells, RSV-induced CPE inhibition; higher % means a stronger effect | CPE inhibition, % at 10 µM, or IC50 in µM where a hit was titrated | actives 0.13% (n = 310,000); in the data active = a potency from the dose series; note: strong numbers were not always called active
T cell modulator = T cell immune modulation candidate. calls only at 7 µM. 2C CD8+ T cell-vesicle binding, flow cytometry; hits give low values. AID 2052. actives 0.068% (n = 330,000);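 active = response, share of CD8 T cells binding vesicles, and their 90th percentile fluorescence all below set limits, cut at about 80% in these data, passing the limit was not always enough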
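Incubation: binding step 1.5 h, 37 °C, antibody labelling 20 min, ice; system: murine 2C transgenic CD8+ T lymphocytes; technique: cytometric PE anti-B7-1 and Alexa647 anti-CD8 signals after 1% paraformaldehyde fixation; also added: QL9-charged Drosophila Ld/ICAM-1/B7-1 vesicles; control set: naked versus QL9-loaded vesicles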
UTI89 phage lysis = protection from phage-mediated lysis, alamar blue read-out – E. coli UTI89, K1F phage, bacterial capsule biogenesis inhibitors (AID 488966). E. coli UTI89 K1F phage lysis, alamar blue, 2 h; higher % means a stronger effect. inhibition, % at 100 µM; hits with a dose series show IC50 in µM. actives 0.02% (n = 340,000);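 active = phage lysis inhibition, versus mean bacterial control, above a set limit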;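 note: capsule biogenesis inhibitors block K1F phage lysis so surviving cells raise fluorescence; higher fluorescence means more inhibition of phage lysis; actives were called in the ten point dose series up to 300 µM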
T cell modulator vesicle-bound % = also measured in T cell modulator; calls as there; double positive events, %; measured here: CD8+ vesicle-bound cell fraction;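 binding gate set so that unloaded-vesicle control wells show 10% double positive cells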
* hit, by the source's call; i = inactive; nt = no result given; & = joins results of further samples. Not all compounds are listed; rates above refer to the full screens.

Compound | RSV antiviral HEp-2 | T cell modulator | T cell modulator vesicle-bound % | UTI89 phage lysis
CC(=O)OCC(=O)C1(O)CCC2C3CCC4=CC(=O)C=CC4(C)C3(F)C(O)CC21C (configuration not stated) | nt | nt | nt | -0.4%
O=c1c(O[C@@H]2O[C@H](CO)C(O)C2O)c(-c2ccc(O)c(O)c2)oc2cc(O)cc(O)c12 (some centres not stated) | nt | i | 13.4 | 1.0%
Nc1cc(=O)[nH]c(N)n1 | 1.9% | i | 38.8 | 1.9%
O=C1c2c(O)cccc2C(C2OC(CO)[C@@H](O)[C@H](O)[C@H]2O)c2cc(CO)cc(O)c21 (some centres not stated) | 1.6% | i | 19.7 | 1.7%
CC(=O)N(CC(O)CO)c1c(I)c(C(=O)NCC(O)CO)c(I)c(C(=O)NCC(O)CO)c1I (configuration not stated) | -0.4% | i | 26.0 | 3.6%
CC[C@]12CCCN3CCc4c(n(c5ccccc45)[C@@](O)(C(=O)OC)C1)[C@@H]32 | 0.2% | i | 53.6 | 1.1%
C[C@@H](O)CC(=O)O | 0.8%&-0.7% | i | 57.9&26.2 | -0.7%&0.8%
CCOC(=O)Nc1ccc(NCc2ccc(F)cc2)nc1N | -0.2% | i | 26.3 | 0.9%

Ordered by molar mass (descending): four of the compounds above.
Compound | RSV antiviral HEp-2 | T cell modulator | T cell modulator vesicle-bound % | UTI89 phage lysis
CC(=O)OCC(=O)C1(O)CCC2C3CCC4=CC(=O)C=CC4(C)C3(F)C(O)CC21C (configuration not stated) | nt | nt | nt | -0.4%
CC[C@]12CCCN3CCc4c(n(c5ccccc45)[C@@](O)(C(=O)OC)C1)[C@@H]32 | 0.2% | i | 53.6 | 1.1%
CCOC(=O)Nc1ccc(NCc2ccc(F)cc2)nc1N | -0.2% | i | 26.3 | 0.9%
Nc1cc(=O)[nH]c(N)n1 | 1.9% | i | 38.8 | 1.9%

Reprinted at random: two compounds from above, in no set order.
Compound | RSV antiviral HEp-2 | T cell modulator | T cell modulator vesicle-bound % | UTI89 phage lysis
Nc1cc(=O)[nH]c(N)n1 | 1.9% | i | 38.8 | 1.9%
CC(=O)N(CC(O)CO)c1c(I)c(C(=O)NCC(O)CO)c(I)c(C(=O)NCC(O)CO)c1I (configuration not stated) | -0.4% | i | 26.0 | 3.6%
